# High-throughput results as filed in PubChem BioAssay.
# Rab7 wt modul: modulators of GTP binding to Rab7, primary screen, biochemical, wildtype, multiplex bead flow cytometry | 190,000 compounds, 0.055% hits | GST-Rab7 beads, fluorescent GTP binding; actives lie on both sides; untreated = 100%, excess cold GTP = 0% | GTP binding activity (percent of control), % at 10 µM;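 active means fluorescent GTP binding to Rab7 beads changed by at least 20 points from the 100% baseline, either direction, mostly lower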;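 further: median green fluorescence of bound Bodipy-FL-GTP per Rab7 bead population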
# Rac1 wt modul: wildtype Rac1 GTP binding modulators, primary screen, biochemical, GST-Rac1 beads, flow cytometry, multiplex. 190,000 compounds, 0.27% hits. fluorescent GTP binding; actives lie on both sides; 0 = cold GTP competed, 100 = untreated. Ras-related C3 botulinum toxin substrate 1 (Homo sapiens), P63000. AID 757, 2007. GTP binding activity (% of control), % at 10 µM;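 active means GTP binding activity at least 20 points away from the 100% control level, either lower or higher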
# HRas wt GTP bind: modulators of GTP binding to HRas wildtype, primary screen, biochemical, bead-based flow cytometry, multiplex; GST-Ras wt beads, Bodipy-FL-GTP binding; actives lie on both sides; GTP binding activity, % at 10 µM; 190,000 compounds, 0.14% hits;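 active means GTP binding activity at least 20% away from the 100% baseline, either lowered as inhibitor or raised as activator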;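 further: 0% = unlabeled GTP competition control and 100% = no-compound control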
# Rac1 act GTP bind: GTP binding modulators of activated mutant Rac1, primary screen, biochemical, bead-based flow cytometry, multiplex, fluorescent GTP; Ras-related C3 botulinum toxin substrate 1 (Homo sapiens), P63000; AID 764, 2007; 190,000 compounds, 0.11% hits; percent activity (GTP binding), % at 10 µM; GST-Rac1 activated beads; actives lie on both sides; 100% means binding = to untreated wells;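 active means GTP binding at least 20 percentage points away from the 100% baseline, in either direction, so actives lie on both sides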
# Bim-Bcl-XL: inhibitors of Bim-Bcl-XL binding, primary screen, biochemical, multiplexed, bead flow cytometry, human Bcl-XL | inhibition, % at 10 µM | AID 1007, 2008 | 190,000 compounds, 0.04% hits | Bcl-2-like protein 1 (Homo sapiens), Q07817 | Bim peptide-Bcl-XL binding, fluorescence
# Target sequence (Q07817 whole entry, looked up): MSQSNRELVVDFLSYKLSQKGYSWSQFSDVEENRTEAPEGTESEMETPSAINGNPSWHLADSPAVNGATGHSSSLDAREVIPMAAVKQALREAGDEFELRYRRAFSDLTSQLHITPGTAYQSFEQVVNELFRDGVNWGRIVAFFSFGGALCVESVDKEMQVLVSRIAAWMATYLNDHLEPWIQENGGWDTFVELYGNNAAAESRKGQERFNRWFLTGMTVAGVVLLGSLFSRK
# Cdc42 wt GTP: modulators of GTP binding to wildtype Cdc42, primary screen, biochemical, multiplex bead flow cytometry, Bodipy-GTP; Cell division control protein 42 homolog (Homo sapiens), P60953; GST-Cdc42 beads; actives lie on both sides; percent activity (GTP binding), % at 10 µM; 190,000 compounds, 0.2% hits;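 active means percent activity GTP binding at least 20 points away from the 100% baseline, either down as inhibitor or up as activator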;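 further: median bead fluorescence of bound Bodipy-FL-GTP at 100 nM; 0% = excess unlabeled GTP control and 100% = no compound control; below 100% means less GTP binding so inhibitor and above means activator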
# Bfl-1 Bim block: inhibitors of Bim binding to Bfl-1, primary screen, biochemical, multiplexed, bead-based flow cytometry | inhibition, % at 10 µM | Bcl-2-related protein A1 (Homo sapiens), Q16548 | Bim-Bfl-1 binding inhibition | AID 1008, 2008 | 190,000 compounds, 0.12% hits;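 further: 0% = wells without compound plus tracer and 100% = blocker peptide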
# Bim-Bcl-W: inhibitors of Bim binding to Bcl-W, primary screen, biochemical, multiplexed, bead-based flow cytometry | inhibition, % at 10 µM | Bim peptide-Bcl-W binding | Bcl-2-like protein 2 (Homo sapiens), Q92843 | AID 952, 2007 | 190,000 compounds, 0.02% hits;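 further: 0% = bound tracer without compound and 100% = peptide blocker; higher means less fluorescent Bim peptide bound to Bcl-W beads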
# Target sequence (Q92843 whole entry, looked up): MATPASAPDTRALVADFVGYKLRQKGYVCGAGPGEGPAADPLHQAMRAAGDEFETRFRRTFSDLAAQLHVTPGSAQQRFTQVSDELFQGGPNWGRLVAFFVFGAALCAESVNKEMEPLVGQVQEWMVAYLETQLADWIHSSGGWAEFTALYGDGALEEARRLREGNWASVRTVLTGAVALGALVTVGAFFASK
# Bcl-B Bim block: inhibitors of Bim-Bcl-B binding, primary screen, biochemical, multiplexed, human Bcl-2 family; Bcl-2-like protein 10 (Homo sapiens), Q9HD36; inhibition, % at 10 µM; bead-based flow cytometry, Bim peptide-Bcl-B binding; 190,000 compounds, 0.073% hits;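 further: 0% = tracer peptide without compound and 100% = reference inhibitor peptide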
# Target sequence (Q9HD36 whole entry, looked up): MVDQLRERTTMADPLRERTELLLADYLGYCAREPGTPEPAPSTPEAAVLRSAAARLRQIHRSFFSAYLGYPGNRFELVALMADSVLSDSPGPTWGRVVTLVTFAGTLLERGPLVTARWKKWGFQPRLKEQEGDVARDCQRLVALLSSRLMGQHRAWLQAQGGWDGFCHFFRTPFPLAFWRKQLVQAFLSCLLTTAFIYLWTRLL
# Rab2 wt GTP: modulators of GTP binding to Rab2A wildtype, primary screen, biochemical, dog, bead-based flow cytometry, multiplex | 190,000 compounds, 0.19% hits | GST-Rab2 wt beads, Bodipy-GTP binding | AID 760, 2007 | GTP binding activity, % at 10 µM | Ras-related protein Rab-2A (Canis lupus familiaris), P61105;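 active means GTP binding activity at least 20 points away from 100%, either lowered or raised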;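 further: 0% = beads with excess unlabeled GTP and 100% = no-compound control corrected for plate trend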
# Bcl-2 Bim block: inhibitors of Bim-Bcl-2 binding, primary screen, biochemical, multiplexed, human Bcl-2 family; 190,000 compounds, 0.06% hits; inhibition, % at 10 µM; Bead-based flow cytometry, Bim peptide-Bcl-2 binding; Apoptosis regulator Bcl-2 (Homo sapiens), P10415; in the data active means inhibition above about 40%;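 further: 0% = no compound wells with probe peptide and 100% = reference peptide inhibitor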
# Target sequence (P10415 whole entry, looked up): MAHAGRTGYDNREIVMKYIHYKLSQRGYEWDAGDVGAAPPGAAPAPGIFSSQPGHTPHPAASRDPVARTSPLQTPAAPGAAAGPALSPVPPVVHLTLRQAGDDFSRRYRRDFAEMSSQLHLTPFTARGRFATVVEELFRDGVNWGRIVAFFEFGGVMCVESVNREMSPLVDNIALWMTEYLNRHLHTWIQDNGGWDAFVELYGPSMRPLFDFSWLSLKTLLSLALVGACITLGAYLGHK
# An asterisk follows results filed as active. Unless noted, no stated cut-off is given here; in the data, active means inhibition above about 40%.
molecule,Rab7 wt modul,Rac1 wt modul,HRas wt GTP bind,Rac1 act GTP bind,Bim-Bcl-XL,Cdc42 wt GTP,Bfl-1 Bim block,Bim-Bcl-W,Bcl-B Bim block,Rab2 wt GTP,Bcl-2 Bim block
O=S1(=O)N=C(Nc2ccc(O)c(CN3CCCCC3)c2)c2ccccc21,103,109,103,103,-3,104,-9,3,-4,102,0
O=C(Nc1ccccc1O)c1nc(Cl)ccc1Cl,99,97,96,95,1,96,-9,0,-3,94,-7
COc1ccc(-c2noc(CSc3nc(N)c(-c4ccccc4)c(=O)[nH]3)n2)cc1OC,103,99,102,98,-3,101,-3,-3,-3,101,-2
Cc1noc(C(=O)Nc2ccc3c(c2)OCO3)c1Cl,99,103,98,97,-10,100,-12,-2,-12,98,-8
O=C(Nc1nnc(C2CC2)s1)c1ccco1,97,101,97,99,1,98,-5,-2,-3,94,0
O=C(Nc1nnc(-c2ccncc2)o1)c1ccccc1,98,97,96,97,-5,96,-3,-1,-3,98,-3
Cc1sc2ncn3c(C)nnc3c2c1C,96,100,95,98,-2,98,-1,-3,0,98,-2
COc1cccc(S(=O)(=O)N2CCN(C(=O)c3ccco3)CC2)c1,107,103,99,96,0,96,-3,3,-3,100,0
Cc1cccc(-n2cnc(C(=O)O)c2)n1,95,95,95,94,-3,91,-4,-3,-1,95,0
COc1cccc(NC(=O)C(NC2CCCC2)c2ccccc2)c1 (stereo not given),98,102,99,97,-2,99,-7,0,-9,100,-8
Nn1c(SC/C=C/c2ccccc2)nnc1-c1cccnc1,99,105,100,100,-11,103,-9,0,-9,102,-8
CCC(=O)c1ccc(OCC(O)Cn2nc(C)c(C(C)=O)c2C)cc1 (stereo not given),103,101,99,97,-1,99,0,4,-1,98,3
CCC(C)(C)n1nnnc1C(c1ccc(OC)c(OC)c1)N1CCN(c2ccccc2)CC1 (stereo not given),97,97,97,96,-15,96,-9,0,-6,96,-4
COCCN(Cc1cc2ccc(C)c(C)c2nc1Cl)C(=O)N1CCOCC1,93,102,97,97,-1,96,-5,-3,-1,92,-2
CC1(c2ccccc2)CC(C)(C)N(C(=O)C2CCCO2)c2ccccc21 (stereo not given),104,104,103,100,-1,102,-4,-1,-4,101,-6
O=C(NCCN1CCN(c2ccccc2F)CC1)C1CC(=O)N(C2CCCC2)C1 (stereo not given),98,103,101,99,-1,103,-1,-3,0,100,0
CCCCc1ccc(NC(=S)NCCN2CCOCC2)cc1,103,103,100,98,-2,99,-2,-5,0,103,-3
C/C(N)=C(/C#N)C(=O)COC(=O)c1cc(-c2ccc(Br)cc2)nc2ccccc12,100,102,99,98,-5,100,-4,-2,-7,98,-9
CCOc1ccccc1NC(=O)c1cc(SC)ccc1Cl,94,95,93,91,-1,95,-3,0,-3,93,-2
O=C(NC(=S)Nc1ccc(S(=O)(=O)Nc2nccs2)cc1)c1ccc(F)cc1,97,99,96,95,-7,98,3,-3,-4,96,-1
Cc1ccc2sc(C)[n+](CCO)c2c1,97,98,94,96,-6,93,8,-1,-21,96,-2
CCC(=O)Nc1cc(C(=O)O)ccc1S(=O)(=O)c1ccc(C)cc1,99,99,98,96,-14,97,-3,-6,-8,99,-1
FC(F)Oc1ccc(NC(=S)NN2CCOCC2)cc1,103,107,104,100,0,104,29,4,9,102,10
Cc1ccc(-c2noc(CCC(N)=O)n2)cc1,92,102,97,98,-7,100,-4,-3,-1,96,1
C=CCOc1ccc(C2NC(=S)NC(C)=C2C(=O)c2ccccc2)cc1OC (stereo not given),99,101,99,98,-6,101,1,-3,-10,98,-2
O=C1NC2=C(CCc3ccccc32)C(c2ccc(Br)cc2)N1 (stereo not given),99,92,94,94,-1,92,0,-1,-2,94,-2
Cc1ccc(O)c(C=Nc2ccc3[nH]ncc3c2)c1,96,99,96,98,-3,96,0,-3,-2,92,-4
Cc1cc(N2CCN(C)CC2)nc2ccc(NC(=O)CCC(=O)NCCC(C)C)cc12,106,101,101,100,-2,99,-3,-3,-2,107,3
CCOc1cc(C(=O)OCC(=O)c2c(N)n(C)c(=O)n(C)c2=O)cc(OCC)c1OCC,92,89,93,95,4,94,-6,8,1,91,-4
CSc1ccccc1NC(=S)Nc1ccc(S(N)(=O)=O)cc1,104,100,98,95,-7,98,-7,-5,-6,100,-7

# Compound profiles (already shown).
# Results for Cc1ccc(-c2noc(CCC(N)=O)n2)cc1 → Rab7 wt modul: 92; Rac1 wt modul: 102; HRas wt GTP bind: 97; Rac1 act GTP bind: 98; Bim-Bcl-XL: -7; Cdc42 wt GTP: 100; Bfl-1 Bim block: -4; Bim-Bcl-W: -3; Bcl-B Bim block: -1; Rab2 wt GTP: 96; Bcl-2 Bim block: 1
# Results for CCOc1cc(C(=O)OCC(=O)c2c(N)n(C)c(=O)n(C)c2=O)cc(OCC)c1OCC → Rab7 wt modul: 92; Rac1 wt modul: 89; HRas wt GTP bind: 93; Rac1 act GTP bind: 95; Bim-Bcl-XL: 4; Cdc42 wt GTP: 94; Bfl-1 Bim block: -6; Bim-Bcl-W: 8; Bcl-B Bim block: 1; Rab2 wt GTP: 91; Bcl-2 Bim block: -4

# More structures follow.
molecule,Rab7 wt modul,Rac1 wt modul,HRas wt GTP bind,Rac1 act GTP bind,Bim-Bcl-XL,Cdc42 wt GTP,Bfl-1 Bim block,Bim-Bcl-W,Bcl-B Bim block,Rab2 wt GTP,Bcl-2 Bim block
Cc1ncoc1C(=O)N1CCCC(C(=O)c2cccc(OC(C)C)c2)C1 (stereo not given),93,96,93,96,0,93,-8,-1,-5,93,-2
O=C(Nc1ccccc1C(=O)O)c1cncc(Br)c1,95,99,96,96,-2,95,-11,-4,-4,94,-5
Nc1nc(SCC(=O)Nc2ccc(Oc3ccccc3)cc2)n[nH]1,101,104,98,97,-5,93,-3,-2,-9,98,0
Cc1cccc(C)c1Nc1nnc(SCc2nc3ccccc3c(=O)[nH]2)s1,101,105,103,102,0,101,0,-1,1,98,2
O=C(Nc1nccs1)c1cc(S(=O)(=O)N2CCOCC2)ccc1Cl,100,103,102,99,-6,101,-1,-3,-6,101,-3
O=C(NCc1cccnc1)c1cccn2c(=O)c3sccc3nc12,91,76*,87,86,5,87,-9,3,0,82,-1
CC(=O)O[C@H]1CC[C@@]2(C)C(CCC3C2CC[C@]2(C)OC(=O)CCC32)C1 (stereo not given in full),97,96,94,89,-9,95,-2,-6,-8,94,-3
O=C(NC1CCCCC1)N1CCc2ccccc2C1,106,99,100,97,1,99,-2,0,-1,102,-1
COc1ccc(CNC(=O)C/C(C)=N/NC(=O)Cc2ccc(OC)c(OC)c2)cc1,97,98,97,100,-4,101,-10,-4,-6,98,-4
COCCNC(=O)/C(C#N)=C/c1cc(C)n(C2CCCCC2)c1C,109,104,100,97,-3,100,0,-2,-3,102,-3
Cc1cc(C(=O)NC(=S)Nc2ccccc2N2CCOCC2)ccc1[N+](=O)[O-],100,104,102,99,-3,99,0,-3,-6,99,-4
C=CCOc1ccc(/C(CC)=N/O)c(OC)c1,100,99,97,95,-3,97,-9,1,-9,96,-4
FC(F)(F)c1ccc(Cl)c(NC(=S)NC2CC2)c1,103,105,101,102,-3,101,0,0,-2,103,2
CCCCC1(CCCC)NC(=S)N(Nc2ccc(C)cc2)C1=O,96,99,98,97,3,97,3,1,-6,98,2
Cc1cc(C)nc(SCC(=O)Nc2ncc3c(n2)CCCC3=O)n1,95,104,101,100,-3,102,-8,2,-7,99,-9
O=C(Cn1ncc(N2CCOCC2)c(Cl)c1=O)c1ccc(Cl)cc1,105,98,97,96,-2,98,-5,-1,-2,99,0
O=C(N/N=C/c1cc(Br)cc(Br)c1O)c1ccncc1,101,89,92,86,-2,90,0,-1,-3,92,1
O=C(NCc1ccco1)c1cc(-c2ccccc2)nc2ccccc12,100,99,99,97,-1,99,-6,0,0,99,-2
Cc1c(NC(=O)OCCNC(=O)COc2ccc(Cl)cc2Cl)sc(=S)n1C,103,102,100,100,-11,102,-11,-5,-10,101,-12
COC(=O)c1ccc(CN2CCN(C3CCCC3)C(CCO)C2)cc1 (stereo not given),104,97,100,96,0,100,-5,0,-3,102,-1
Cc1ccc(OCC(O)CNC(=O)c2ccccc2C(=O)O)cc1 (stereo not given),103,106,100,98,-8,103,-23,-5,-8,101,-10
COC(=O)COc1ccc(S(=O)(=O)N2CCN(c3ccccc3F)CC2)cc1C,96,105,100,100,-10,100,-19,-2,-9,95,-13
COc1cccc(N(C(=O)CS(=O)CC(=O)Nc2ccc(F)cc2)C(C(=O)NC2CCCCC2)c2cccs2)c1 (stereo not given),98,100,98,98,-7,97,-13,-5,-10,99,-8
CCOC(=O)CSc1nnc([C@@H](NC(=O)OC(C)(C)C)C(C)C)o1,100,104,99,97,-4,99,-5,-4,-8,100,-6
COc1cc(/C=N/NC(=O)C2CCN(CC(O)COCc3ccccc3)CC2)ccc1O (stereo not given),97,95,98,96,-4,95,-4,1,-1,95,-1
CCOC(=O)N1CCN(C(=O)c2ccc3c(c2)ncn3C2CCCC2)CC1,95,103,103,99,-2,104,0,0,0,100,-3
O=C(C1=C[C@H](C2CCCCC2)C[C@H](OCCCCO)O1)N1CCN(Cc2ccc3c(c2)OCO3)CC1,103,99,97,97,-3,93,-7,1,-1,96,-5
COc1ccc(CCNC(=O)CN2C(=O)c3cccc4cccc(c34)C2=O)cc1OC,94,97,94,96,2,96,-3,0,0,95,0
O=C(Nc1ccc(N2CCOCC2)cc1)C1CC(=O)N(c2ccccc2)C1 (stereo not given),105,99,96,95,-6,93,-8,-1,-3,96,-3
O=C(COc1ccccc1[N+](=O)[O-])N/N=C/c1ccc(OC(=O)c2ccco2)cc1,96,103,100,101,-8,102,-7,-4,-15,101,-20
COc1cc2c(=O)n(Cc3ccccc3)c(=O)n(CC(=O)NCCc3ccccc3)c2cc1OC,101,109,105,99,-3,105,-9,0,-7,103,-9
CCOC(=O)C1CCN(c2c(NCCCN(CC)c3ccccc3)c(=O)c2=O)CC1,100,94,99,97,2,98,1,0,14,97,4
CC(C)(C)c1ccc(C(=O)CSc2nc3ccccc3c(=O)[nH]2)cc1,97,96,98,95,0,100,0,-3,-1,98,0
Cc1ccc2c(c1)c1c(n2CC(O)CNC2CCCCC2)CCCC1 (stereo not given),95,101,101,96,-1,100,16,4,-11,101,8
O=C(Nc1cccc(Cl)c1)OCc1ccccn1,101,103,102,101,-3,101,-3,-4,-1,102,-2
